Arr AP2 block = inhibitors of beta-arrestin/AP2 binding, primary screen, biochemical, GPCR trafficking, flow cytometry; AID 504490, 2011; inhibition, % at 10 µM; FITC-arrestin peptide / GST-AP2 beads; AP2 beta2 appendage carries R879A mutation; beta-arrestin 1 C-terminal peptide binding to AP2 beta2-adaptin appendage (human); 0.31% of 340,000 active;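 active = inhibition above a set limit, near 3 SD of compounds lacking own fluorescence, cut at about 54% in these data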;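 note: plate controls were DMSO wells for no effect and 5 µM unlabelled arrestin peptide for full effect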
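Measured by: flow cytometry, FL1 (488/535 nm); Material: AP2 appendage R879A on GSH beads; Evaluation: percent response; Timing: pre-incubation 12 min, peptide binding 1 h, room temperature; Also added: 50 nM FITC-arrestin peptide; Medium: PBS with 0.05% Tween 20 and 0.1% BSA.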
PKA-R2B act = activators of PKA-R2B holoenzyme, primary screen, biochemical, fluorescence polarization, Cy5-IP20, human; AID 504700, 2011; activation, % at 11.4 µM; 0.079% of 340,000 active; PKA-R2B holoenzyme dissociation; R2B truncated from residue 108, S112A mutant; 0% DMSO only, 100% 113 µM cGMP; cAMP-dependent protein kinase catalytic subunit beta (Homo sapiens) + cAMP-dependent …;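 active = activation above a cutoff set at the mean over all compounds plus 3 SD, cut at about 18% in these data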;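 note: higher means more holoenzyme dissociation and a rise in polarization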
Target sequence (P31323 whole entry, looked up, other chains not shown, the tested form may be a part): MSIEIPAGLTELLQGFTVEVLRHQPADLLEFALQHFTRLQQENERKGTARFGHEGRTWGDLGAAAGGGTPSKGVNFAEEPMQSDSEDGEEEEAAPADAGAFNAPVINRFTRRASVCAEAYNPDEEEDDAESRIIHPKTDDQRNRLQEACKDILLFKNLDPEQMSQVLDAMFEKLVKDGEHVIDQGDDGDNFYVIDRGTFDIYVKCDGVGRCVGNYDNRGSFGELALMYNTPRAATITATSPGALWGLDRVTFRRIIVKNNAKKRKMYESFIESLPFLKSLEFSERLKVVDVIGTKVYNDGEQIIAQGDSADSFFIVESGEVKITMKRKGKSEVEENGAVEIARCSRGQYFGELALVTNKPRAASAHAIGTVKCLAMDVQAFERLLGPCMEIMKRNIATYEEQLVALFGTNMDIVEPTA
Mot1-301 SUMO = yeast Mot1-301 growth rescue at high temperature, primary screen, SUMOylation pathway inhibitor project, S. cerevisiae, ATP luminescence, 38.5C; AID 2716, 2010; S. cerevisiae Mot1-301 growth rescue; percent above DMSO median, 100 means doubled; growth rescue, % at 18.8 µM; 1% of 320,000 active;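 active = every valid replicate shows activation above 250% relative to neutral control wells; inactive = the rest, any valid replicate at or below 250%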;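 note: OY570 slx delta 5 strain wells were the positive control but not used for scaling; some compounds called inactive have numbers as strong as hits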
DSG3 Ab inh = inhibitors of pemphigus antibody binding to DSG3, primary screen, biochemical, bead-based, flow cytometry, scFv-GFP. Desmoglein-3 (Homo sapiens), P32926. 0.48% of 310,000 active. binding (percent of control), % at 10 µM. AID 588358, 2011. DSG3-coupled beads, scFv-anti-DSG3-GFP binding; hits give low values;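 active = binding more than 3 SD below its plate's average and above zero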;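 note: hits lower antibody fragment binding to DSG3; some compounds called inactive have numbers as strong as hits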
SR-BI DiI-HDL act = activators of SR-BI mediated DiI-HDL uptake, primary screen, ldlA[mSR-BI] CHO cells, DiI fluorescence. 3 h; 100 = double the neutral-control signal. activation, % at 12.5 µM. 0.096% of 320,000 active;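 active = mean replicate activation of at least 60% and every replicate at or above 60%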;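 note: 0% = median plate neutral-control signal and 100% = twice that signal; values of inactives mirror those of a sister screen read the other way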
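Material: SR-BI-overexpressing, LDLR-lacking CHO cells | Dosing: Single compound concentration, delivered by pin transfer | Probe or stimulus: Labelled HDL, 10 µg/mL | Signal: Bottom-read cell fluorescence after medium removal, ex 550/em 595 nm | Schedule: 3 h, 37 °C | Evaluation: HDL uptake via cellular fluorescence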
SR-BI DiI inh = inhibitors of SR-BI mediated HDL lipid uptake, primary screen, ldlA[mSR-BI] cells, fluorescence, single point. 0.96% of 320,000 active. inhibition, % at 12.5 µM. ldlA[mSR-BI] CHO cells, DiI-HDL uptake fluorescence, 3 h;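 active = mean replicate inhibition of at least 70% and a set share of replicates each scoring 70 or more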;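 note: 0% = median of neutral control wells and 100% = median of positive control wells; values of inactives mirror those of a sister screen read the other way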
Target sequence (Q61009 whole entry, looked up): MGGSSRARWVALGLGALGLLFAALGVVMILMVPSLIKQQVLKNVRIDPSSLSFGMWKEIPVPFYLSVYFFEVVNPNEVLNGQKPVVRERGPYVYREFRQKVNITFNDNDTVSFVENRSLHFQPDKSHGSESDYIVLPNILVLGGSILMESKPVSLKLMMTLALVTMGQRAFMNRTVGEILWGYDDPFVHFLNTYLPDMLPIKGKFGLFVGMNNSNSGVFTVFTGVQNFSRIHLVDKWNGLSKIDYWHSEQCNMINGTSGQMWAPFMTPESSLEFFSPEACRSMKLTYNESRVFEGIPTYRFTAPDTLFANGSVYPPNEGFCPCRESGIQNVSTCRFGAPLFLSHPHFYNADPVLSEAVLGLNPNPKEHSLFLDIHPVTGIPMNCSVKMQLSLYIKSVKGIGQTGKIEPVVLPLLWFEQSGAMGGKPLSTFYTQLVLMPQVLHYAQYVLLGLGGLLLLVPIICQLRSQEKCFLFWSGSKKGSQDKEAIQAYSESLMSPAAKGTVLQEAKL
CDK5 inh = inhibitors of human CDK5/p35 kinase, primary screen, biochemical, single concentration | Cyclin-dependent kinase 5 (Homo sapiens) + Cyclin-dependent kinase 5 activator 1 (Homo … | Recombinant CDK5/p35, ADP-Glo luminescence, 60 min | inhibition, % at 10 µM | 0.01% of 330,000 active | AID 488839, 2010;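 active = highest replicate inhibition of at least 50% and at least 75% of replicates reaching 50%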;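 note: plate controls were DMSO neutral control for no effect and GW8510 at 10 µM for full effect; many of its hits are not listed in these tables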
dFosB activator = activators of delta FosB homodimer, primary screen, biochemical, fluorescence polarization, TAMRA-CDK5 oligo, single point | Protein FosB (Mus musculus), P13346 | activation, % at 25 µM | 0.99% of 340,000 active | purified delta FosB; percent of positive-control signal above neutral wells;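 active = mean activation above about 17%, with every replicate also reaching it, limit read from the data, passing the limit was not always enough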;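 note: fluorescence polarization rise as delta FosB binds a TAMRA Cdk5 AP-1 oligo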
NSD2 inh = NSD2 histone methyltransferase inhibitors, primary screen, biochemical, AlphaScreen, single concentration, set 2. NSD2 peptide methylation, 120 min. inhibition, % at 12.5 µM. 0.54% of 310,000 active. AID 743445, 2014; in the data active = inhibition above about 50%
MITF act = activators of MITF-driven TRPM1 promoter reporter, primary screen, cell-based, SK-MEL-5, luciferase, single point. SK-MEL-5 TRPM1-promoter luciferase, 24 h; % of positive control, neutral wells = 0. activation, % at 12.5 µM. 0.75% of 300,000 active;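 active = mean activation of at least 80% with every replicate also reaching 80%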;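 note: 0% = neutral control wells and 100% = parthenolide positive control wells; values of inactives mirror those of a sister screen read the other way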
PKA-R1A act = activators of PKA-R1A holoenzyme, primary screen, biochemical, fluorescence polarization, Cy5-IP20, bovine R1A, mouse PKAc; cAMP-dependent protein kinase type I-alpha regulatory subunit (Bos taurus) + …; PKA-R1A dissociation; scaled: DMSO 0%, 113 µM cGMP 100%; activation, % at 11.4 µM; 0.083% of 340,000 active; AID 504707, 2011;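 active = percent activation above the mean of all tested compounds plus 3 SD, cut at about 19% in these data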;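 note: higher means more PKAc released from R1A so a rise in polarization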
* = called active by the depositor; nt = no result given.

SMILES	Arr AP2 block	PKA-R2B act	Mot1-301 SUMO	DSG3 Ab inh	SR-BI DiI-HDL act	SR-BI DiI inh	CDK5 inh	dFosB activator	NSD2 inh	MITF act	PKA-R1A act
CCCCNC(=O)COn1nnc2ccc(S(=O)(=O)N3CCOCC3)cc21	4	1	-23	115	2	-2	1.8	-9	2	11	-3
Cc1cc(N2CCOCC2)nc2ccc(NC(=O)CCC(=O)N3CCCC(C)C3)cc12 (centres undefined)	5	3	-1	nt	-14	14	1.9	1	-1	nt	-6
COc1ccccc1OCCSc1nc2ccccc2n1CCO	26	4	524	95	-14	14	-0.3	6	3	1	16
CCOC(=O)N1CCN(S(=O)(=O)c2ccc(Cl)cc2)CC1	66*	5	7	99	-13	13	-0.9	-11	-4	5	3
O=C(/C=C/c1ccc(F)cc1)Nc1cccc(S(=O)(=O)N2CCOCC2)c1	6	12	24	94	-74	74*	-1.2	-23	0	12	-2
C=CCNC(=S)N1CCN(CCN=CC2=C(O)CC(c3ccc(Cl)cc3)CC2=O)CC1 (centres undefined)	17	-1	-14	102	-42	42	-1.7	-8	0	5	1
CCc1cccc(CC)c1NC(=O)CN1CCN(c2ccccc2)CC1	9	7	4	99	7	-7	-0.5	3	nt	-5	2
O=C(O)C(C=C(Cl)Cl)N1CCOCC1 (centres undefined)	48	5	nt	91	10	-10	0.4	0	-1	4	6
Cc1nc2c(-c3ccccc3)cnn2c(N2CCOCC2)c1C	6	12	-5	92	-43	43	0.3	-9	-5	7	4
Cc1cc[n+](CCC(=O)O)c2ccccc12	4	-14	-2	97	5	-5	0.6	1	nt	nt	-6
Cc1noc(C)c1CSc1nnc(-c2ccccc2)o1	46	-5	49	71	2	-2	1.1	-4	6	7	-7
CCCC(=O)Nc1nnc(S(=O)(=O)N2CCCC2)s1	0	5	-5	102	6	-6	-2.0	2	nt	-7	0
Cc1cccc(OCc2nnc(SCC(=O)N3c4ccccc4CC3C)n2C)c1C (centres undefined)	6	10	400*	101	-19	19	-0.1	-29	0	5	1
CC1CCN(C2=NC(=O)/C(=C/c3cn(-c4ccccc4)nc3-c3cccc(S(=O)(=O)N(C)C)c3)S2)CC1	21	-1	220	100	3	-3	-0.1	-3	-2	2	-4
CN(C)C(CNC(=O)CCc1nc2ccccc2s1)c1ccccc1 (centres undefined)	11	6	-8	102	nt	nt	-1.1	-6	2	nt	-8
COc1ccc(-c2nc(=S)[nH][nH]2)cc1	4	2	126	110	-8	8	8.9	-1	1	nt	9
O=c1cc(CN2CCN(c3ccc(O)cc3)CC2)nc2scc(-c3ccccc3)n12	18	3	nt	101	-1	1	-2.1	-2	2	-14	-3
CSc1ccc(Cl)c(C(=O)N2CCN(c3ncccn3)CC2)c1	29	0	-6	102	17	-17	0.4	1	0	-10	-7
CNc1n[nH]c(=S)s1	4	-15	-14	109	7	-7	1.3	2	-3	nt	-3
CCC(c1nnc(SCC(=O)N2CC(=O)Nc3ccccc32)n1Cc1ccccc1)N(C)C (centres undefined)	-18	2	3	nt	52	-52	-0.8	-8	-2	-1	2

Part of the list above, comma-delimited:
SMILES,Arr AP2 block,PKA-R2B act,Mot1-301 SUMO,DSG3 Ab inh,SR-BI DiI-HDL act,SR-BI DiI inh,CDK5 inh,dFosB activator,NSD2 inh,MITF act,PKA-R1A act
Cc1cc[n+](CCC(=O)O)c2ccccc12,4,-14,-2,97,5,-5,0.6,1,nt,nt,-6
Cc1noc(C)c1CSc1nnc(-c2ccccc2)o1,46,-5,49,71,2,-2,1.1,-4,6,7,-7
CCCC(=O)Nc1nnc(S(=O)(=O)N2CCCC2)s1,0,5,-5,102,6,-6,-2.0,2,nt,-7,0
Cc1cccc(OCc2nnc(SCC(=O)N3c4ccccc4CC3C)n2C)c1C (centres undefined),6,10,400*,101,-19,19,-0.1,-29,0,5,1
CC1CCN(C2=NC(=O)/C(=C/c3cn(-c4ccccc4)nc3-c3cccc(S(=O)(=O)N(C)C)c3)S2)CC1,21,-1,220,100,3,-3,-0.1,-3,-2,2,-4
CN(C)C(CNC(=O)CCc1nc2ccccc2s1)c1ccccc1 (centres undefined),11,6,-8,102,nt,nt,-1.1,-6,2,nt,-8
COc1ccc(-c2nc(=S)[nH][nH]2)cc1,4,2,126,110,-8,8,8.9,-1,1,nt,9
O=c1cc(CN2CCN(c3ccc(O)cc3)CC2)nc2scc(-c3ccccc3)n12,18,3,nt,101,-1,1,-2.1,-2,2,-14,-3
CSc1ccc(Cl)c(C(=O)N2CCN(c3ncccn3)CC2)c1,29,0,-6,102,17,-17,0.4,1,0,-10,-7
CNc1n[nH]c(=S)s1,4,-15,-14,109,7,-7,1.3,2,-3,nt,-3

Going on with the list:
SMILES	Arr AP2 block	PKA-R2B act	Mot1-301 SUMO	DSG3 Ab inh	SR-BI DiI-HDL act	SR-BI DiI inh	CDK5 inh	dFosB activator	NSD2 inh	MITF act	PKA-R1A act
S=c1[nH]nc(-c2ccccc2)n1/N=C/c1c[nH]c2ccccc12	-2	-15	-15	101	12	-12	2.3	7	-1	-12	-3
CCOC(=O)N1CCN(C(=O)CN(CC)S(=O)(=O)c2cc(C)ccc2OC)CC1	23	-11	-18	106	nt	0	0.7	2	2	-9	5
COC(=O)c1ccc(OCC(=O)NC2CCCCCCC2)cc1	-8	-11	4	96	0	0	0.0	-9	-4	-5	-9
O=C(CCN1C(=O)c2ccccc2C1=O)Nc1sc2c(c1C(=O)NCC1CCCO1)CCC2 (centres undefined)	8	2	-1	104	-24	24	1.3	4	15	7	1
O=C(CSc1ccc(Cl)cc1)OCC(=O)N1CCN(c2ccccc2)CC1	33	-11	nt	102	-1	1	0.0	-2	2	-6	-10
CN(C)c1ccc(C(=O)NC2CCCc3ccccc32)cc1 (centres undefined)	-3	-9	384	94	-17	17	-1.0	2	0	11	-5
COC(=O)c1ccc2c(=O)n(CCN3CCOCC3)c(SCC(=O)c3ccccc3)nc2c1	17	1	-4	92	nt	nt	-0.2	2	-3	1	-5
Cn1c2ccccc2c2n[nH]c(=S)nc21	-3	-11	66	96	6	-6	2.9	2	1	-27	-1
C=CCN1C(=O)C(CCCC)NC1=S (centres undefined)	16	-3	-16	101	10	-10	-0.2	-2	0	3	3
CC(C)c1nnc(NC(=O)C2CCCCC2)s1	9	3	31	82	27	-27	0.5	-4	nt	nt	-6
CN(C)S(=O)(=O)c1ccc(C(=O)OCC(=O)c2csc(N3CCCCC3)n2)cc1	14	-2	0	95	9	-9	1.4	-9	0	6	-3
Cc1nnc2c(SC(C)C)nc3ccccc3n12	9	-6	-5	100	1	-1	-0.3	-12	0	nt	-5
COCCOC(=O)c1ccc(NC(=O)COc2ccc([N+](=O)[O-])cc2)cc1	6	1	2	97	-42	42	-1.2	-3	-2	-1	3
CCOc1ccccc1Nc1nc(-c2sc(C)nc2C)cs1	-4	-1	-16	83	-66	66	-3.2	-13	-2	32	-1
CC(=O)Nc1sc(C)c(C)c1C(=O)OCC(=O)N(C)c1c(N)n(Cc2ccccc2)c(=O)[nH]c1=O	-3	8	349	96	11	-11	2.0	-2	3	-2	-2
COc1cc(OC)c(C(=O)/C=C/c2ccccc2)c(O)c1O	-4	-6	-3	nt	3	-3	1.0	-5	nt	-17	-11
COc1ccc(/C=C2\SC(=S)N(CCCC(=O)N3CCCCC3CCO)C2=O)cc1 (centres undefined)	15	5	39	98	-9	9	nt	-6	nt	-27	5
COc1cccc(C(=O)CN2C(=O)C(C)(C)Oc3ccc(C(=O)N4CCCCCC4)cc32)c1	-9	-2	44	102	-8	8	-0.5	-7	1	1	2
O=C(Cc1ccccc1)NC(NCCc1ccccc1)C(Cl)(Cl)Cl (centres undefined)	-6	3	39	97	8	-8	0.2	2	-10	-8	1
Clc1ccccc1OCc1nc(-c2ccccn2)no1	7	16	4	104	-10	10	0.1	6	-4	24	0
C[C@]12c3[nH]c4cc(-c5ccco5)ccc4c3CCN1C(=O)[C@@H](CC(=O)NCCc1ccccn1)C[C@@H]2C(=O)N1CCCCC1	6	-10	nt	103	-32	32	1.3	-5	nt	1	-6
Cc1ccccc1NCC(=O)N/N=C\C=C\c1cccc([N+](=O)[O-])c1	4	0	-1	107	-4	4	0.5	-5	13	17	2
CCOc1cc(C(=O)CCC(=O)OCC(=O)N2c3ccccc3NC(=O)C2(C)C)ccc1O	34	5	331	nt	-22	22	-1.0	-11	3	nt	4
C=CCNC(=O)c1cc2nc(C3CC3)cc(C(F)F)n2n1	-1	-3	-2	92	-4	4	-1.6	-6	0	17	2
O=C(Nc1nc2c(s1)CCCC2)c1cc(-c2ccncc2)nc2ccccc12	0	4	104	103	-76	76*	0.9	4	-1	9	-16

Screens from PubChem.
